Source: PubChem BioAssay
Kir21 inh = Kir2.1 (mouse) channel inhibition; AID 1672; 310,000 compounds, 0.85% hits; HEK293-Kir2.1, FluxOR thallium flux fluorescence; active compounds read low; B-score at 10 µM;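 active = fluorescence ratio B-score at or below minus 3 SD of library scores, with starting-brightness B-score within 2 SD, cut at about -4.2 in these data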;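 also: channel flux triggered by added potassium and thallium sulfate stimulus; B-score of peak minus minimum fluorescence over baseline after thallium stimulus; more negative B-score means stronger Kir2.1 block with less thallium influx; some compounds called inactive have numbers as strong as hits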
KCNQ2 block = KCNQ2 potassium channel inhibitors, primary screen, cell-based, CHO-K1, FluxOR thallium flux, B-score (AID 2156). O88943. 20 min; active compounds read low. B-score at 10 µM. 310,000 compounds, 1.1% hits;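 active = fluorescence ratio B-score at most minus 3 library SDs, with starting brightness B-score within 2 library SDs, cut at about -5.5 in these data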
Target sequence (O88943 whole entry, looked up): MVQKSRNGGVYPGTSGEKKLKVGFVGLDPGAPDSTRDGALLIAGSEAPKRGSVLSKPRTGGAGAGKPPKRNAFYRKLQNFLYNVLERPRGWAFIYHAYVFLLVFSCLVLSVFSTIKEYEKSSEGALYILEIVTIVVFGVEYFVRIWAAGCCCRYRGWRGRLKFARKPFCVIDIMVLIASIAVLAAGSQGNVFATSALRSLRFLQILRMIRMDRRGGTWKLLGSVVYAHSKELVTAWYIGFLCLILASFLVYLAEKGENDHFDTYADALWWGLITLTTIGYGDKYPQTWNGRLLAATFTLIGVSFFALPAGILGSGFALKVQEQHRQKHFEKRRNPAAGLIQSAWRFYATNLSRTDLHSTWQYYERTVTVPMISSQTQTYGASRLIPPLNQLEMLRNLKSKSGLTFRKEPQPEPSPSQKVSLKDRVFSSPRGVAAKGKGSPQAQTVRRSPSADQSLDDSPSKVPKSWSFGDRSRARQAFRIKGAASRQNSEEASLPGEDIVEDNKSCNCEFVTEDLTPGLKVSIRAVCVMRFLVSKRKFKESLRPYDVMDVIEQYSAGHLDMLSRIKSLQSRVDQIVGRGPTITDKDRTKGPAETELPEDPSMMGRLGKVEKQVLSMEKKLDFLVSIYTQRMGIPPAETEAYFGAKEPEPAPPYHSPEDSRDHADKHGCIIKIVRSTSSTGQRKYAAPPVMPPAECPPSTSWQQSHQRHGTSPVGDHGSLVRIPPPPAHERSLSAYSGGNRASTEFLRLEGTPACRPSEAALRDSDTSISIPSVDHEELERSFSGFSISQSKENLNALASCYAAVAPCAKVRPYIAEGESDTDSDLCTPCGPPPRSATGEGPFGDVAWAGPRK
An asterisk follows results filed as active; i = inactive.

SMILES	Kir21 inh	KCNQ2 block
Cc1c(C#N)c2ccccc2n1CC(=O)NC(C)c1ccccc1 (stereo not drawn)	1.4	i
COc1ccc(C2C(C(C)=O)=C(C)Nc3ncnn32)cc1OC (stereo not drawn)	-0.49	i
COc1cccc(N2CC(=O)N(NC(=O)c3sc4nc(C)cc(C)c4c3N)CC2=O)c1	-0.82	i
Cc1ccc(N(C=NC#N)CC(=O)N2CCN(c3ccccc3)CC2)cc1	-1.4	i
C/C=C/c1cc(CN2CCN(c3ccccc3)CC2)c(O)c(OC)c1	0.84	i
CN(C(=O)COC(=O)c1ccccc1Nc1ccccc1)C1CCS(=O)(=O)C1 (stereo not drawn)	-1.6	i
O=C(CC1CCCCC1)Nc1nc2ccccc2s1	-1.4	i
CCN=C1SC(CC(=O)NCC)C(=O)N1CC (stereo not drawn)	-0.92	i
COc1ccc(Nc2nc3ccccc3nc2NS(=O)(=O)c2ccc(NC(C)=O)cc2)cc1	0.32	i
Cc1cc(C)c(S(=O)(=O)Nc2cc(SCC(=O)O)c(O)c3ccccc23)cc1C	-0.47	i
CC(C)C(=O)NCCc1nc2ccccc2n1CCOc1ccccc1	-1.1	i
NC(=O)C1CCN(C(=S)c2ccc(-c3ccc(Br)cc3)o2)CC1	0	i
NS(=O)(=O)c1cccc(NC(=O)COC(=O)/C(=C/c2cccs2)c2cccs2)c1	-0.7	i
CC1SC(=Nc2ccccc2)N(S(=O)(=O)c2ccccc2)C1=O (stereo not drawn)	-3	i
Cc1noc(NS(=O)(=O)c2ccc(NC(=O)c3cnc4scc(C)n4c3=O)cc2)c1C	-0.68	i
CCCCC(NC(=O)Cc1c(C)c2cc3c(-c4ccccc4)coc3c(C)c2oc1=O)C(=O)O (stereo not drawn)	3.5	i
COc1cc(CNCCO)cc(Cl)c1OCc1ccc(Cl)cc1Cl	-11*	-9.8*
CC1(C)CCCC2=C1CC1C(=O)N(N)C(=O)C1C2 (stereo not drawn)	1.1	i
Cc1cc(C)nc(SCc2cn3c(C)cccc3n2)n1	1.4	i
COc1cc(COCC(O)CN2CCN(Cc3ccc4c(c3)OCO4)CC2)cc(OC)c1OC (stereo not drawn)	0.09	i
Cc1nn(C)c(C)c1S(=O)(=O)NCCc1ccc(Cl)cc1	-1.1	i
CCOC(=O)c1c(NC(=O)CN2CCCCC2)sc2c1CCC(C=O)=C2Cl	0.15	i
N#CCCN(C(=O)COC(=O)c1cccc(S(=O)(=O)Nc2ccc([N+](=O)[O-])cc2)c1)c1ccccc1	-0.06	i
CCC(C)Nc1c([N+](=O)[O-])cc(C)cc1[N+](=O)[O-] (stereo not drawn)	-3.6	i
CN(CC(=O)Nc1ccccc1C(F)(F)F)C(=O)COc1cccnc1[N+](=O)[O-]	-0.58	i
COc1ccccc1C(=O)NNC(=O)C(=O)Nc1ccc(C)c(Cl)c1	0.34	i
Cc1cc(C)c2nc(NC(=O)C3CCCO3)sc2c1 (stereo not drawn)	0.19	i
O=C(CCc1n[nH]c(=O)[nH]c1=O)N1CCOCC1	-0.04	i
CCn1c(CC(=O)Nc2ccc(C)c(Cl)c2)nnc1SCC(=O)Nc1nc(C)cs1	1.6	i
O=C(Nc1ccccc1)NC1CCN(Cc2c(F)cccc2Cl)CC1	1.2	i
COc1ccc(-n2ncc3c(Nc4cccc(C)c4)ncnc32)cc1	0.19	i
O=C(COc1ccc([N+](=O)[O-])cc1)Nc1ccccc1C(=O)NC1CC1	0.06	i
CCOC(=O)c1cccc(S(=O)(=O)N(CCO)Cc2cc3cc(OC)c(OC)cc3[nH]c2=O)c1	-0.5	i
CCOC(=O)c1nn(-c2cccc(Cl)c2)c(C)c1C(C)=O	0.47	i
COc1ccc(CCNC(=O)Cn2c(-c3nonc3N)nc3ccccc32)cc1OC	1.8	i
CCN(CC)c1ccc(Nc2nc(N3CCOCC3)c3ccccc3n2)cc1	-0.78	i
Cc1onc(-c2ccccc2Cl)c1C(=O)NCc1ccc2c(c1)cc(C)n2C	-0.21	i
CCOC(=O)C(CCSC)Nc1nc(Cl)nc(Nc2ccc(Cl)cc2)n1 (stereo not drawn)	-1.3	i
CC(=C/c1ccccc1)/C=N/NC(=O)c1cnccn1	0.02	i
CCS(=O)(=O)Nc1ccc(Cc2ccc(NS(=O)(=O)CC)cc2)cc1	-1	i
O=C1CCCCCCC1Sc1ccccc1[N+](=O)[O-] (stereo not drawn)	0.58	i
CCOc1ccc(Br)cc1S(=O)(=O)Nc1cccc(S(=O)(=O)N(C)C)c1	-1.4	i
Cc1cccc(C)c1OCC(=O)N1CC2(C)CC1CC(C)(C)C2 (stereo not drawn)	-2.3	i
COc1ccc(/C=C/C(=O)OC2CCCCC2CN(C)C)cc1 (stereo not drawn)	-3	i
COc1ccc(OCCn2cc(/C=N/NC(=O)c3ccncc3)c3ccccc32)cc1	-0.89	i

The final 2 records of the part above lead into the next:
SMILES	Kir21 inh	KCNQ2 block
COc1ccc(/C=C/C(=O)OC2CCCCC2CN(C)C)cc1 (stereo not drawn)	-3	i
COc1ccc(OCCn2cc(/C=N/NC(=O)c3ccncc3)c3ccccc32)cc1	-0.89	i
CCC(C)NC(=O)C1CCN(S(=O)(=O)c2ccc(Br)s2)CC1 (stereo not drawn)	2.3	i
CC(=S)/C=C1\Sc2ccccc2N1C	0.67	i
NS(=O)(=O)c1ccc(NC(=O)CSc2ncn[nH]2)cc1	0.3	i
O=C(NCCc1ccc2c(c1)OCCO2)c1cccc(F)c1	0.02	i
COc1ccc(C(=O)NC(=S)Nc2ccc(CN3CCOCC3)cc2)cc1Cl	0.94	i
COC(=O)c1ccc(/C=C/C(=O)c2ccc(OC)cc2)cc1	-0.08	i
O=C(NCCc1ccccc1)c1ccc(CS(=O)(=O)c2ccc(Cl)cc2)o1	0.51	i
Cc1ccc(CNC(=O)CN2C(=O)NC(C)(c3ccccc3Cl)C2=O)cc1 (stereo not drawn)	-2.9	i
CCCNC(=O)Nc1cc(OC)c(OC)cc1Cc1nccc2cc(OC)c(OC)cc12	0.66	i
CCOC(=O)N1CCN(c2ncnc3c2cnn3-c2ccc(OC)cc2)CC1	0.56	i
NC(=O)c1ccc(OCC(F)(F)C(F)(F)C(F)(F)C(F)(F)C(F)(F)C(F)F)cc1	1.7	i
CCOC(=O)N1CCC(NC(=O)c2ccc3c(c2)N(Cc2ccccc2)CCS3)CC1	-0.6	i
CCn1cc2nc(SCC(=O)Nc3ccc(OC)cc3OC)n(Cc3ccc(OC)cc3)c(=O)c2n1	0.91	i
Cc1ccc(-c2noc(CN(C(=O)c3cccs3)C(C)C)n2)cc1	-1.1	i
Cc1nc2ccc(S(=O)(=O)c3ccc4nc(C)[nH]c4c3)cc2[nH]1	0.46	i
COc1c(N2CCN(C(=S)Nc3ccccc3F)C(C)C2)c(F)cc2c(=O)c(C(=O)O)cn(C3CC3)c12 (stereo not drawn)	-0.15	i
COC(=O)c1cc2c(ccn2-c2ccc(F)cc2)n1C(C)C	0.75	i
O=C(N/N=C/c1ccc(F)cc1)c1cccc(NC(=O)c2ccc(F)cc2)c1	0.03	i
O=[N+]([O-])c1cccc2c(N3CCCC3)ccnc12	0.32	i
CCCCCOc1ccc(/C=N/NC(=O)c2nnn(-c3nonc3N)c2CN2CCCCCC2)cc1	0.01	i
Cc1cnc(NC(=O)CSc2nc3ccccc3s2)s1	0.11	i
O=c1c2ccc(Cl)cc2[nH]c(=S)n1Cc1cccnc1	0.03	i
Cn1c(N/N=C/c2c[nH]c3ccccc23)nc2ccccc21	-5.2*	i
C=CCn1c(C(C)NC(=O)c2cccs2)n[nH]c1=S (stereo not drawn)	3.2	i
Cc1cccc(N2CCC(N=CN(C)C)=N2)c1	4.2	i
COC(=O)C1=C(COc2ccccc2)NC(=O)NC1c1ccc2ccccc2c1 (stereo not drawn)	-0.68	i
COC(=O)c1ccc2c(=O)n(Cc3ccco3)c(SCC(=O)Nc3ccccc3Cl)nc2c1	-1.6	i
O=C(OCc1ccccc1)/C(=C/c1cccc2ccccc12)NC(=O)c1ccccc1	-0.25	i
C=CCn1c(SCC(=O)c2cccs2)nc2sc(CC)cc2c1=O	0.04	i
COc1cccc(OC)c1C(=O)NC(=S)N1CCOCC1	0.01	i
COc1ccc(CNC(=O)c2nnn(-c3cccc(C(F)(F)F)c3)c2N)cc1	0.64	i
COc1ccccc1CNC(=O)CCS(=O)(=O)c1ccc(Cl)cc1	-1	i
CC(C)=CC(=O)Nc1ccccc1Br	-0.14	i
Cc1cc(S(=O)(=O)n2cnc3cc([N+](=O)[O-])ccc32)ccc1Cl	-0.32	i
CCCn1c(CN2CCN(C(=O)OCC)CC2)nc2cc([N+](=O)[O-])ccc21	0.57	i
COc1cccc(C2CC(=O)Nc3cc(OC)c(OC)c(OC)c32)c1OC (stereo not drawn)	0	i
COc1ccc(NC(=O)CCC(=O)Nc2nnc(C(C)C)s2)cc1Cl	0.28	i
CC1=NCCN1CCNC(=O)Nc1ccc(F)cc1	-0.03	i
O=C(O)c1ccccc1-c1ccccc1C(=O)NCc1ccco1	-0.31	i
CC1CCN(C(=O)c2cc(-c3ccc4c(c3)OCO4)on2)CC1	0.45	i
Cc1cc(NC2CCCC2)n2nc(C)c(-c3ccccc3)c2n1	-0.16	i
CC(C)(C)NC(=O)CSc1nc(N)cc(=O)[nH]1	2	i
Cc1nc2scc(-c3cccs3)c2c(=O)n1N	-0.14	i
CCOc1ccc(N(CC(=O)N2CCOCC2)S(=O)(=O)c2ccc(F)cc2)cc1	0.14	i
O=C(OCc1ccc(Cl)cc1)c1cnccn1	-0.61	i
O=C(NCCNc1ccc(Cl)cc1[N+](=O)[O-])c1cccnc1	1.1	i
O=C(Cc1ccccc1[N+](=O)[O-])N/N=C/c1cccnc1	0.2	i
CCOC(=O)C1(C(F)(F)F)N=C(N(C)C)OC(N(C)C)=N1	-0.19	i
COc1ccc(Cl)cc1S(=O)(=O)N1CCC(C(=O)NCc2ccccn2)CC1	0.7	i
CCCCCn1c(CN2CCN(c3cc(Cl)ccc3C)CC2)nc2c1c(=O)[nH]c(=O)n2C	-0.17	i
Cc1ccccc1OCCCn1c(=O)sc2ccccc21	0	i
CCOc1cc(CNc2ccc3c(c2)OCCO3)cc(Br)c1OCC(N)=O	-1.4	i
COC(=O)c1nnn(-c2nc(N(C)C)nc(N(C)C)n2)c1C	0.01	i
O=C(N/C=N/OCc1ccc(Cl)cc1Cl)NOCc1ncc(C(F)(F)F)cc1Cl	0.16	i
Clc1ccccc1/C=N/NC1=Nc2cccc3cccc1c23	0.48	i
O=C(CCc1nnc2ccc(N3CCCCC3)nn12)NCc1ccco1	1.4	i
NC(=O)c1cc[n+](CC(=O)c2ccc(NC(=O)c3ccccc3)cc2)cc1	1.8	i
Cc1cc(C(=O)Nc2ccc(S(=O)(=O)N3CCCC3)cc2)no1	-2.5	i
COc1ccc(CNS(=O)(=O)c2cc(-c3cc(C)no3)ccc2OC)cc1OC	1.1	i
CCOc1ccc(CCNC(=O)COC(=O)COc2ccc(Br)cc2)cc1OCC	-0.1	i

(list continues)
SMILES	Kir21 inh	KCNQ2 block
Cc1cccc(N2CCN(C(=O)c3cc(S(=O)(=O)N4CCCC4)cn3C)CC2)c1C	-0.7	i
O=c1c2ccccc2c(/C=N/n2cnnc2)c(O)n1-c1ccccc1F	-0.48	i
O=C(CCC(=O)c1ccc(-c2ccccc2)cc1)Nc1cccnc1	0.05	i
O=C(Nc1nc(-c2ccco2)cs1)c1ccccc1	0.71	i
O=C(Cc1nc2ccccc2[nH]1)c1ccc([N+](=O)[O-])cc1	-0.64	i
CCc1ccc(NC(=O)COc2ccc3c(c2)OCO3)cc1	-0.38	i
Cn1c(=O)n(Cc2ccc(F)cc2)c(=O)c2c1nc1n2CCCN1Cc1ccccc1	1.2	i
COc1cc(C(=O)NCCC2=CCCCC2)ccc1OC1CCN(C(C)=O)CC1	-0.14	i
CCOc1ccc2cc(C3CC(c4ccco4)=NN3S(C)(=O)=O)c(=O)[nH]c2c1 (stereo not drawn)	0.02	i
CCn1c2ccccc2c2cc(NC(=O)CCCN3C(=O)CCC3=O)ccc21	0.1	i
Cc1cccc(C(=O)OC(C)CN2C(C)CCCC2C)c1 (stereo not drawn)	-0.25	i
COc1ccc(C(=O)c2ccc([N+](=O)[O-])cc2Cl)cc1	-0.9	i
COC(=O)c1ccc(NC(=O)COC(=O)C2CC(=O)N(Cc3ccccc3)C2)cc1 (stereo not drawn)	-0.17	i
Cc1cn2c(-c3cccnc3)nnc2s1	0.21	i
S=C(Nc1ccc(Br)cc1Cl)N1CCCC1	-0.91	i

Reformatted with each value named: entries from further up.
> CCOc1ccc(Br)cc1S(=O)(=O)Nc1cccc(S(=O)(=O)N(C)C)c1
  Kir21 inh: -1.4	KCNQ2 block: i

> Cc1cccc(C)c1OCC(=O)N1CC2(C)CC1CC(C)(C)C2 (stereo not drawn)
  Kir21 inh: -2.3	KCNQ2 block: i

> COc1ccc(/C=C/C(=O)OC2CCCCC2CN(C)C)cc1 (stereo not drawn)
  Kir21 inh: -3	KCNQ2 block: i

> COc1ccc(OCCn2cc(/C=N/NC(=O)c3ccncc3)c3ccccc32)cc1
  Kir21 inh: -0.89	KCNQ2 block: i

Later entries:
SMILES	Kir21 inh	KCNQ2 block
CCOC(=O)C1CCN(C(=O)c2ccc3c(SCC(=O)O)c4c(nc3c2)CCCC4)CC1	0.54	i
Cc1ccc(N=C2N=C(N)c3ccccc32)cc1C	-1.8	i
CCC1CCCCN1CCCNC(=O)Cn1ncc2c(C)n(Cc3ccccc3Cl)c(C)c2c1=O (stereo not drawn)	-1.4	i
Cc1ccc(-c2noc(CN(C(=O)c3ccc4c(c3)OCO4)C(C)C)n2)cc1	0.32	i
COc1ccc2c(CC(=O)Nc3ncc(C)s3)coc2c1	-0.47	i
